Mcl1 Bid PPI: disrupts binding of human Mcl-1 to Bid peptide; Q07820; TR-FRET Mcl-1/Bid-Dy647 peptide binding, 1536-well; inhibition, % at 21.7 µM; 220,000 compounds, 0.97% hits; AID 1021;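 active = compounds that cut the binding signal by more than half at the single screening dose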;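 also: His-tagged Mcl-1 with europium anti-His antibody binding Bid BH3 peptide; 0% = Mcl-1 plus peptide wells and 100% = peptide-only wells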
Target sequence (Q07820 whole entry, looked up): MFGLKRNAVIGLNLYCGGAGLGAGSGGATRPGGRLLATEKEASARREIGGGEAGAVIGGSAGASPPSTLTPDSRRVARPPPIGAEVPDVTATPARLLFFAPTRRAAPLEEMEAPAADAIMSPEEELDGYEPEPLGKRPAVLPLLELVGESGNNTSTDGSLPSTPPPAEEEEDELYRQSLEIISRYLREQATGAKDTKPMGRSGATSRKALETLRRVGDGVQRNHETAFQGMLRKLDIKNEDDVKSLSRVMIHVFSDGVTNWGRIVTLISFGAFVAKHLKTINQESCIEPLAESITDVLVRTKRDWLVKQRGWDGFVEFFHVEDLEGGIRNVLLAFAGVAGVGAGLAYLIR
Bim-Mcl-1: human Bim-Mcl-1 interaction inhibition. Q07820. Bead-based flow cytometry, Bim peptide-Mcl-1 binding. inhibition, % at 10 µM. 190,000 compounds, 0.1% hits. AID 1009; in the data active = inhibition above about 40%;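 also: 0% = no compound tracer wells and 100% = peptide blocker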
Avidin fluor: compound fluoresces at 488/530 nm on avidin beads | compound fluorescence 488/530 nm, flow cytometry; stronger effect = higher value | fluorescence (KMESF) at 10 µM | 220,000 compounds, 0.38% hits; in the data active = fluorescence above about 47; also: inactives centre near 10
Rab2A wt mod: changes GTP binding to wildtype dog Rab2A, up or down. P61105. AID 760. GTP binding activity, % at 10 µM. 190,000 compounds, 0.19% hits. GST-Rab2 wt beads, Bodipy-GTP binding, flow cytometry;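 active = GTP binding activity at least 20 points away from 100%, either lowered or raised; inconclusive = signal likely due to the compound's own green fluorescence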;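 also: 0% = beads with excess unlabeled GTP and 100% = no-compound control corrected for plate trend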
HRas wt GTP: changes GTP binding to wildtype human HRas; P01112; GST-Ras wt beads, Bodipy-FL-GTP binding, flow cytometry; actives lie on both sides; GTP binding activity, % at 10 µM; 190,000 compounds, 0.14% hits; AID 759;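 active = GTP binding activity at least 20% away from the 100% baseline, either lowered as inhibitor or raised as activator; inconclusive = flagged as likely green fluorescent, judged across all proteins in the well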;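 also: 0% = unlabeled GTP competition control and 100% = no-compound control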
Target sequence (P01112 whole entry, looked up): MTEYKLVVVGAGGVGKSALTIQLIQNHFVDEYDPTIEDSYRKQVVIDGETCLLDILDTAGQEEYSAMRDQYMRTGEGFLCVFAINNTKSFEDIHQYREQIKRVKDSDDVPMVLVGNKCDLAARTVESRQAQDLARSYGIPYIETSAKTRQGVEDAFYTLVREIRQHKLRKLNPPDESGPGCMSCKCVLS
Rac1 wt modul: alters GTP binding to wildtype human Rac1 | 190,000 compounds, 0.27% hits | AID 757 | P63000 | GST-Rac1 beads, fluorescent GTP binding, flow cytometry; actives lie on both sides; 0 = cold GTP competed, 100 = untreated | GTP binding activity (% of control), % at 10 µM;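 active = GTP binding activity at least 20 points away from the 100% control level, either lower or higher; inconclusive = compound flagged as likely green fluorescent, judged across all proteins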
Cdc42 wt GTP: human Cdc42 wildtype GTP binding change, either direction | P60953 | GST-Cdc42 beads, Bodipy-GTP binding, flow cytometry; actives lie on both sides | percent activity (GTP binding), % at 10 µM | 190,000 compounds, 0.2% hits | AID 761;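 active = percent activity GTP binding at least 20 points away from the 100% baseline, either down as inhibitor or up as activator; inconclusive = compound flagged as likely green fluorescent from well-wide comparison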;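 also: median bead fluorescence of bound Bodipy-FL-GTP at 100 nM; 0% = excess unlabeled GTP control and 100% = no compound control; below 100% means less GTP binding so inhibitor and above means activator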
Target sequence (P60953 whole entry, looked up): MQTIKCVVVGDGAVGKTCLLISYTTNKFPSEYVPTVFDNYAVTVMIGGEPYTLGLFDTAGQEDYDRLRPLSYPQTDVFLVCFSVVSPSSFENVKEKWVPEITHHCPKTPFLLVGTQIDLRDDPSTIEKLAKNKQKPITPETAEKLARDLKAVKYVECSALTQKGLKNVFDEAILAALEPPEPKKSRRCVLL
Rac1 mut GTP: human Rac1 activated mutant GTP binding change | P63000 | GST-Rac1 activated beads, fluorescent GTP binding, flow cytometry; actives lie on both sides; 100% means binding = to untreated wells | percent activity (GTP binding), % at 10 µM | 190,000 compounds, 0.11% hits;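 active = GTP binding at least 20 percentage points away from the 100% baseline, in either direction, so actives lie on both sides; inconclusive = Compound likely fluorescent itself, or too few beads counted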
Rab7 wt modul: alters GTP binding to wildtype dog Rab7; GST-Rab7 beads, fluorescent GTP binding, flow cytometry; actives lie on both sides; untreated = 100%, excess cold GTP = 0%; GTP binding activity (percent of control), % at 10 µM; 190,000 compounds, 0.055% hits; AID 758;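 active = fluorescent GTP binding to Rab7 beads changed by at least 20 points from the 100% baseline, either direction, mostly lower; inconclusive = compound itself probably fluorescent, or too few beads counted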;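 also: median green fluorescence of bound Bodipy-FL-GTP per Rab7 bead population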
Pf gamet viab: inhibitors of late stage P. falciparum gametocyte viability; P. falciparum stage V gametocytes, ATP luminescence, 24 h; inhibition, % at 10.9 µM; 150,000 compounds, 0.065% hits; AID 743093;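 active = inhibition above the mean plus 3 SD of compounds within the control limits, set per campaign, cut at about 38% in these data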;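 also: 0% = DMSO wells and 100% = medium only without gametocytes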
Mcl1 Noxa PPI: Mcl-1/Noxa interaction inhibition. Q07820. TR-FRET Mcl-1/Noxa peptide binding, 2 h. inhibition, % at 21.7 µM. 220,000 compounds, 1.5% hits. AID 1022;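 active = compounds that cut the protein-peptide binding signal by more than 50% relative to plate controls in a single-dose test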;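 also: His-tagged Mcl-1 with rhodamine Noxa BH3 peptide and terbium anti-His antibody; 0% = Mcl-1 plus Noxa peptide wells and 100% = peptide-only wells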
* = called active by the depositor; ? = inconclusive; nt = not tested or not shown. Compounds were not picked by outcome (roughly 2.7% active in at least one column).

SMILES	Mcl1 Bid PPI	Bim-Mcl-1	Avidin fluor	Rab2A wt mod	HRas wt GTP	Rac1 wt modul	Cdc42 wt GTP	Rac1 mut GTP	Rab7 wt modul	Pf gamet viab	Mcl1 Noxa PPI
CCN1C(=O)C(CC(=O)Nc2ccc(F)cc2)N(CCCN2CCN(c3ccc(F)cc3)CC2)C1=S (centres undefined)	-30	-1	9	102	100	100	98	98	107	18	17
COc1ccc(CNC(=O)c2ccccc2C(=O)O)cc1	2	-6	5	102	100	110	103	106	101	14	0
COc1ccc(C(=O)NC(C(=O)NCc2ccccn2)C(C)C)cc1 (centres undefined)	-12	1	15	108	106	103	103	99	107	5	8
O=C(COc1ccc(Cl)cc1)N(Cc1ccccc1)c1ccccn1	-9	-3	12	99	98	105	101	98	100	10	4
CCCCCCSc1nc(O)c(C2OC(=O)c3c2ccc(OC)c3OC)c(=O)n1-c1ccccc1 (centres undefined)	-13	1	15	98	101	99	101	95	98	nt	-1
CCCN(CCC)CCCNC(=O)C1c2cc(OC)c(OC)cc2C(=O)N(C)C1c1cccnc1 (centres undefined)	-15	0	9	103	101	102	101	98	106	6	-7
CC1Cc2ccccc2N1C(=O)c1ccnc(C(C)(C)C)c1 (centres undefined)	-14	-1	17	104	106	103	105	102	104	7	-17
COc1ccc(-c2nc3ccncc3[nH]2)cc1OC	3	-1	19	99	99	99	98	97	97	nt	21
CCC(C)NC(=O)C1CN(S(=O)(=O)c2ccccc2)CCN1S(=O)(=O)c1ccccc1 (centres undefined)	12	0	12	96	98	97	97	94	93	nt	-5
O=C(Nc1cccc(Cl)c1)c1csc(-c2ccccc2)n1	-3	0	17	97	99	98	97	94	98	-9	2
Cc1c(C(=O)N2CCC(C)CC2)sc2ncnc(N(C)c3ccccc3)c12	3	-3	7	100	101	102	101	98	96	nt	1
COCCN=C1Sc2nc3c(C)cccc3cc2CN1Cc1ccco1	-18	-4	17	100	100	104	97	99	101	-6	-5
Cc1cc(-c2ccco2)n(CC(=O)NCc2ccco2)n1	-27	0	7	100	99	104	98	101	102	nt	-6
Cc1ccc(N2CC(C(=O)Nc3ccccn3)CC2=O)cc1 (centres undefined)	-5	-1	10	?	?	?	?	?	?	nt	-2
COc1ccc(C(C)=O)cc1COC(=O)Cn1cnc2ccccc2c1=O	-17	-3	10	94	96	94	98	96	95	16	-1
CCn1nc(NC(=O)c2cccs2)c2cc3ccccc3nc21	-8	0	15	92	90	82	90	91	95	nt	5
COc1ccc(-n2nc(N)c3c(=O)oc(N(C)C)nc32)cc1	-26	-1	10	96	98	101	98	97	100	-11	24
Cn1c(CNC(=O)c2ccccc2F)nnc1SCCOc1ccccc1	-32	-1	8	101	99	97	94	97	109	-5	8
Cc1ccc(S(=O)(=O)CCc2nc3ccccc3s2)cc1	-2	-2	20	98	100	101	97	98	103	nt	11
COc1ccc(CN2C(=O)CN=C2Nc2ccc(C)cc2C)cc1	6	-3	8	102	102	106	104	100	100	0	15
CCOC(=O)Nc1nnc(-c2cccc(OC)c2)s1	16	0	10	?	?	?	?	?	?	nt	11
Cc1ccccc1-c1n[nH]c(=S)n1/N=C/c1c(C)nn(-c2ccccc2)c1C	-107	-20	6	100	101	101	101	100	98	-1	23
S=c1[nH]nc(-c2ccc3ncccc3c2)n1-c1ccc2c(c1)OCCO2	-33	-4	7	98	96	99	94	97	103	-5	23
CC(Sc1nnc(C(C)N(C)C)n1-c1ccc(Cl)cc1)C(=O)Nc1ccc2c(c1)OCO2 (centres undefined)	-14	0	31	100	102	102	103	100	101	-10	-11
NS(=O)(=O)c1ccc(CCNC(=O)CSc2cccs2)cc1	-14	2	23	98	99	98	95	95	96	-10	-7
COc1ccc(C(=O)NN(C)c2nc(-c3ccccc3)cc(C)c2S(C)(=O)=O)cc1	-16	10	8	100	101	104	105	101	97	-2	-8
CCOc1ccccc1NC=C1C(=O)OC(C)(C)OC1=O	-26	0	26	103	103	104	103	101	105	-8	-10
O=C(NC1CC1)c1cccc(Nc2ccc(-c3ccc4c(c3)OCCO4)nn2)c1	-1	1	24	93	92	91	93	92	95	nt	40
CCOC(=O)C1(Cc2ccccc2C(F)(F)F)CCN(Cc2ccc(COC)o2)CC1	-9	-1	5	99	97	99	95	98	105	3	-16
COc1ccc(-c2cc3ccccc3n2CC(O)CN2CCOCC2)cc1 (centres undefined)	-16	-2	35	101	102	102	102	99	102	1	-3
CN(C)c1oc(COc2ccccc2F)nc1C#N	-20	-1	14	99	100	103	102	97	100	nt	1
O=C1CN(C(=O)COC(=O)/C=C/c2ccc(OC(F)F)cc2)c2ccccc2N1	-21	-5	14	96	97	102	101	97	96	-4	6
O=C(NC(c1ccc(Cl)cc1)c1cc(Cl)c2cccnc2c1O)c1cccnc1 (centres undefined)	-31	-1	5	98	96	104	99	98	99	2	-48
Cc1ccc(C)c(NC2=NCC(=O)N2C2CCCCC2)c1	19	-3	3	97	98	99	97	98	96	21	36
CCc1ccc2c(c1)c1nnc(NN)nc1n2CC	-10	3	14	92	94	90	95	94	100	-10	12
Cc1ccccc1Oc1ccc(S(=O)(=O)NCCC(=O)O)cc1	-4	-1	32	97	98	99	98	96	96	-7	20
O=C(NCCN1CCCC1=O)Nc1ccccc1	-4	-1	40	96	98	95	99	95	96	-6	25
Cc1sc2nc(CSc3nc4ccccc4s3)[nH]c(=O)c2c1C	-31	-1	10	95	95	90	95	91	98	9	37
CCc1ccc(NC(=O)COc2ccc(Br)cn2)cc1	-28	-1	9	94	94	98	101	95	94	-20	6
CC1CCCN(C(=O)C(C)Sc2nc(-c3ccccc3)cc(C(F)(F)F)n2)C1 (centres undefined)	4	5	5	98	99	101	101	99	100	nt	3
CCC(O)CNC(=O)NC(=C(Cl)Cl)c1ccc(C)c(F)c1 (centres undefined)	1	-2	5	97	97	104	97	98	97	12	14
CCCCNC(=O)C1(NC(=O)Nc2ccccc2)CCCCC1	-45	-1	5	98	97	103	101	97	101	nt	-2
Cn1cccc1C(=S)N=P(C1CCCCC1)(N1CCOCC1)N1CCOCC1	-44	-2	34	99	101	102	103	101	97	nt	12
Oc1ccc(Oc2ccc3c(C(F)(F)F)cc(C(F)(F)F)nc3n2)cc1	-11	-1	8	99	98	99	100	97	101	-7	7
COc1cc(C(=O)Nc2ccc(NC(=O)c3ccco3)nc2)cc(OC)c1OC	-43	0	5	105	104	105	104	102	105	nt	18
NC(=O)c1c(NC(=O)C2COc3ccccc3O2)sc2c1CCN(Cc1ccccc1)C2 (centres undefined)	-18	-2	26	101	99	97	100	98	108	9	-13
O=C(/C=C/c1ccc([N+](=O)[O-])cc1)NCc1ccc2c(c1)OCO2	-25	-3	13	93	95	98	97	93	99	10	0
O=C(Cc1c[nH]c2ccccc12)NCc1ccc(Cl)cc1	-36	-8	14	101	98	103	98	101	97	-10	2
C=CCNc1ncnc2ccc(Br)cc12	-5	0	10	98	98	101	95	96	98	nt	-5
CCc1cccc(CC)c1-n1c(SCC(=O)c2c(N)n(C)c(=O)n(C)c2=O)nnc1-c1cccnc1	19	-27	2	?	?	?	?	?	?	nt	-70
COC(=O)c1c(N)sc(C(C)=O)c1C	-22	0	7	103	101	107	104	102	104	nt	-9
COc1ccc(-c2noc(-c3cccnc3)n2)cc1OC	4	0	12	97	97	102	99	94	95	5	2
CCOc1ccc(S(=O)(=O)N2CCN(C(=O)c3sccc3C)CC2)cc1	-44	0	11	100	101	97	100	98	102	nt	11
COc1ccccc1N1CCN(C(c2ccc(F)cc2)c2nnnn2C(C)C)CC1 (centres undefined)	-1	1	27	102	101	104	101	101	101	-6	2
Nc1n[nH]c(C(F)(F)F)c1-c1ccccc1	-34	0	8	100	96	92	89	91	109	17	-15
CCNC(=O)NCc1c(C)c(C)n(Cc2ccccc2)c1-n1cccc1	-34	0	13	98	98	101	99	95	97	-23	9
O=C(Nc1nsc(-c2ccccc2)n1)c1cccs1	-28	-1	5	100	100	101	101	101	101	-3	-20
CC1=NN(c2ccc(C)cc2C)C(=O)C1C(c1ccccc1)C1C(=O)N(c2ccc(C)cc2C)N=C1C (centres undefined)	-15	2	4	99	101	100	102	99	100	nt	15

In another format: results already given
Structure,Mcl1 Bid PPI,Bim-Mcl-1,Avidin fluor,Rab2A wt mod,HRas wt GTP,Rac1 wt modul,Cdc42 wt GTP,Rac1 mut GTP,Rab7 wt modul,Pf gamet viab,Mcl1 Noxa PPI
CCN1C(=O)C(CC(=O)Nc2ccc(F)cc2)N(CCCN2CCN(c3ccc(F)cc3)CC2)C1=S (centres undefined),-30,-1,9,102,100,100,98,98,107,18,17
COc1ccc(CNC(=O)c2ccccc2C(=O)O)cc1,2,-6,5,102,100,110,103,106,101,14,0
COc1ccc(C(=O)NC(C(=O)NCc2ccccn2)C(C)C)cc1 (centres undefined),-12,1,15,108,106,103,103,99,107,5,8
O=C(COc1ccc(Cl)cc1)N(Cc1ccccc1)c1ccccn1,-9,-3,12,99,98,105,101,98,100,10,4
CCCCCCSc1nc(O)c(C2OC(=O)c3c2ccc(OC)c3OC)c(=O)n1-c1ccccc1 (centres undefined),-13,1,15,98,101,99,101,95,98,nt,-1
CCCN(CCC)CCCNC(=O)C1c2cc(OC)c(OC)cc2C(=O)N(C)C1c1cccnc1 (centres undefined),-15,0,9,103,101,102,101,98,106,6,-7
CC1Cc2ccccc2N1C(=O)c1ccnc(C(C)(C)C)c1 (centres undefined),-14,-1,17,104,106,103,105,102,104,7,-17
COc1ccc(-c2nc3ccncc3[nH]2)cc1OC,3,-1,19,99,99,99,98,97,97,nt,21
CCC(C)NC(=O)C1CN(S(=O)(=O)c2ccccc2)CCN1S(=O)(=O)c1ccccc1 (centres undefined),12,0,12,96,98,97,97,94,93,nt,-5
O=C(Nc1cccc(Cl)c1)c1csc(-c2ccccc2)n1,-3,0,17,97,99,98,97,94,98,-9,2
Cc1c(C(=O)N2CCC(C)CC2)sc2ncnc(N(C)c3ccccc3)c12,3,-3,7,100,101,102,101,98,96,nt,1

Source: PubChem
